RGS4 inhibitor: Inhibitors of Regulator of G Protein Signaling (RGS) 4: qHTS | Regulator of G-protein signaling 4 (Homo sapiens), P49798 | Transcreener GDP fluorescence polarization, RGS4-accelerated GTP hydrolysis | Potency, µM (top dose mostly 114 µM), for the others: top-dose activity change, negative = inhibition, actives largely listed as inhibitors | 390,000 tested, 0.039% active | AID 504845, 2011; note: % is set by controls: 0 for no effect and ±100 for the full control effect; nearly all actives have a fitted effect of over 75% in size; some results filed as inactive show a strong effect at the top dose
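MLSMR compounds (23 nl, pin-transferred) preincubated 10 min at room temperature with a 500nM (2x) first reagent, then RGS4 at 900nM (2x) plus Transcreener GDP mix added; fluorescence polarization (620/688 nm) read before and after 90 min at 30 °C.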
Vif-APOBEC3F blk: qHTS for Inhibitors of Vif-A3F Interactions: qHTS; HeLa A3F-eYFP + Vif (tagged APOBEC3F with the HIV-1 protein that degrades it), YFP fluorescence increase; Potency, µM (titrated, usually from 46.1 µM), without a hit: top-dose activity, negative = active; 390,000 tested, 0.2% active; AID 602313, 2012; note: % of control where 0% means no effect; nearly all actives have a fitted effect of over 65% in size
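HeLa cells stably expressing A3F-eYFP plus Vif, plated and incubated overnight at 37 deg C, then exposed to compounds overnight at 37 deg C. Blocked degradation read as raised yellow fluorescence (Ex 488/Em 500-530).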
TrxR1 inh: qHTS Assay for Inhibitors of Mammalian Selenoprotein Thioredoxin Reductase 1 (TrxR1): qHTS | 390,000 tested, 1% active | Potency, µM (top dose mostly 114 µM), for inactives: top-dose activity change, negative = inhibition, actives largely listed as inhibitors | recombinant rTrxR1, NADPH fluorescence consumption, selenite substrate; note: % is set by controls: 0 for no effect and ±100 for the full control effect; nearly all actives have a fitted effect of over 65% in size
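Rat TrxR1 (90 nM in the dispensed reagent) was pre-reduced with 400 uM NADPH for 5 min at room temperature, then incubated with compound for 15 min. After 400 uM selenite was added, NADPH fluorescence (Ex 340/Em 450 nm) was followed for 8 min.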
IDH1 R132H inh: qHTS for Inhibitors of mutant isocitrate dehydrogenase 1 (IDH1): qHTS | 390,000 tested, 0.093% active | IDH1-R132H enzyme, NADPH consumption, diaphorase/resazurin fluorescence | Potency, µM (top dose mostly 76.6 µM), without a hit: at the top dose activity change, negative = inhibition, usual class: inhibitors; note: % is set by controls: 0 for no effect and ±100 for the full control effect; nearly all actives have a fitted effect of over 65% in size
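IDH1-R132H (0.5 ug/mL dispensed) in pH 7.5 Tris buffer was preincubated 30 min with compound, then given a substrate mix of 0.016 mM NADPH and 2 mM alpha-KG for 80 min at room temperature; remaining NADPH was read by diaphorase/resazurin fluorescence.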
USP1-UAF1 inh: Inhibitors of USP1/UAF1: Primary Screen | Potency, µM (doses to about 57.1 µM), without a hit: at the highest dose activity change, negative = inhibition, hits mostly inhibitors | 390,000 tested, 0.23% active | AID 743255, 2014 | recombinant USP1/UAF1, Ub-Rhodamine cleavage fluorescence; note: % is set by controls: 0 for no effect and ±100 for the full control effect; nearly all actives have a fitted effect of over 60% in size; inactives centre near -12
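USP1/UAF1 complex (1 nM) preincubated 15 min at room temperature with compound, then Ub-Rho substrate (150 nM final) added. Kinetic fluorescence at 480/540 nm over 6 reads at 60 s intervals; 50 mM HEPES pH 7.8, 0.5 mM EDTA, 0.1 mg/ml BSA, 1 mM TCEP, 0.01% Tween-20.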
TrxR1 substrate: qHTS Assay for Substrates of Mammalian Selenoprotein Thioredoxin Reductase 1 (TrxR1): qHTS; purified TrxR1 substrate turnover, NADPH consumption readout; Thioredoxin reductase 1, cytoplasmic (Rattus norvegicus), O89049; 390,000 tested, 0.01% active; Potency, µM (doses to about 114 µM), for the others: top-dose activity change, negative = substrate turnover; note: % is set by controls: 0 for no effect and ±100 for the full control effect; nearly all actives have a fitted effect of over 50% in size
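Rat TrxR1, dispensed at 90 nM, was prereduced with 400 uM NADPH (final) for 5 min at ~22 deg C, then incubated with compound 15 min before 400 uM selenite. A first-read NADPH fluorescence drop versus no-compound background flagged substrates.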
12-LOX inh: Primary qHTS assay for inhibitors of human arachidonate 12S-lipoxygenase (ALOX12): Round 2; 580,000 tested, 1.1% active; Polyunsaturated fatty acid lipoxygenase ALOX12 (Homo sapiens), P18054; Potency, µM (titrated, usually from 108 µM), for the others: at the top dose activity change, negative = inhibition, hits mostly inhibitors; purified 12hLO, xylenol orange hydroperoxide absorbance; note: % is set by controls: 0 for no effect and ±100 for the full control effect
Target sequence (P18054 whole entry, looked up): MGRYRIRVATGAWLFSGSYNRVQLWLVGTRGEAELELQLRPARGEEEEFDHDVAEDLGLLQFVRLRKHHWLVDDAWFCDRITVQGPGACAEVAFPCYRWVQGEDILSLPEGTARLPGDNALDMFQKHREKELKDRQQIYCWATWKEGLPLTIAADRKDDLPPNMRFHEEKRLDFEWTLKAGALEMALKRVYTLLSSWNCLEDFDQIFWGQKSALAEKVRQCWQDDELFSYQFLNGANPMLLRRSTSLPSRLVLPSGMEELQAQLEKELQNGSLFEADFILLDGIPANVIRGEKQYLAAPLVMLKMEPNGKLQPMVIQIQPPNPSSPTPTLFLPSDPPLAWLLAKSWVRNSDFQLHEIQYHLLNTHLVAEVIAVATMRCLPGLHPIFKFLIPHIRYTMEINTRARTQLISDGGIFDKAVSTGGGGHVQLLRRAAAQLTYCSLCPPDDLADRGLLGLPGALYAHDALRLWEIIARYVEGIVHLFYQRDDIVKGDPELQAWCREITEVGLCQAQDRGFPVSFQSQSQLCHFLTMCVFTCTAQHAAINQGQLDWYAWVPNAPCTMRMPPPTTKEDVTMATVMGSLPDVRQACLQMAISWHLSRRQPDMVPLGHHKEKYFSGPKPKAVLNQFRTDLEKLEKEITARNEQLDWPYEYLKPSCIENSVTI
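Hydroperoxide product was detected by ferrous iron/xylenol orange as the 573 to 405 nm absorbance ratio. Arachidonic acid at 40 uM (final) was turned over for 30 min at room temperature by 150 nM human 12hLO, pH 7.0 Hepes buffer, after 15 min compound preincubation.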
RXFP1 ag: qHTS Assay for Agonists of the Relaxin Receptor RXFP1. HEK293T-RXFP1 cAMP TR-FRET, 30 min; response scale: percent of porcine relaxin response, buffer zero. 370,000 tested, 0.3% active. Relaxin receptor 1 (Homo sapiens), Q9HBX9. Potency, µM (doses to about 57.5 µM), inactives show at the top dose activation, most hits filed as activators; note: % is set by controls: 0 for no effect and ±100 for the full control effect; nearly all actives have a fitted effect of over 60% in size; many of its hits are not listed in these tables
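cAMP rise read by TR-FRET after 30 min, 37C compound exposure (up to 58 uM) in RXFP1-transfected HEK293 cells with Ro 20174 present. EC50 from Hill-equation fits, with 29 nM porcine relaxin as 100% and buffer as basal.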
Vif-APOBEC3G blk: qHTS for Inhibitors of Vif-A3G Interactions: qHTS | DNA dC->dU-editing enzyme APOBEC-3G (Homo sapiens), Q9HC16 | HeLa A3G-eYFP + Vif (tagged APOBEC3G with the HIV-1 protein that degrades it), YFP fluorescence, overnight | Potency, µM (highest dose often 46.1 µM), without a hit: at the highest dose activity, negative = active, actives largely listed as inhibitors | 410,000 tested, 0.076% active | AID 602310, 2012;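 note: % is set by controls: 0 for no effect and ±100 for the full control effect; nearly all actives have a fitted effect of over 60% in size; hits raise eYFP signal because A3G escapes Vif-driven loss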
Target sequence (Q9HC16 whole entry, looked up): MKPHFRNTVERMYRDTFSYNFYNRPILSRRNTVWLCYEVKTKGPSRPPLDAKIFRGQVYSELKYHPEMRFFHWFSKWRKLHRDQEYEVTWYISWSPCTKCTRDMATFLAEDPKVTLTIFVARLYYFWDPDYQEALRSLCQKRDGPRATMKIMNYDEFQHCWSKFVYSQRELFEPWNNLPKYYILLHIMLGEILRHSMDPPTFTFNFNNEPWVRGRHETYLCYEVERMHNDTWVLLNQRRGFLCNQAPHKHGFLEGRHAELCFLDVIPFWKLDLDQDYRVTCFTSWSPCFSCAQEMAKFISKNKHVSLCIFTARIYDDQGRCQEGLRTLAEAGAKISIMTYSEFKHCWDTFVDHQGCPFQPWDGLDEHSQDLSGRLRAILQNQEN
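HeLa cells stably expressing Vif and C-terminally eYFP-tagged A3G, seeded overnight at 37 deg C, then exposed to compound by pintool overnight at 37 deg C. Rise in yellow fluorescence (Ex 488/Em 500-530, Acumen) marks blocked Vif-driven A3G degradation.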
Active calls of the source: *; ? = inconclusive; . = not tested or not shown; [ ] = remark or other dose. Calls come from the whole dose curve; as a rule, active = well fitted curve in the direction sought with a large enough effect; inconclusive = small, poorly fitted or top-dose-only effect, or another doubt; inactive = no such curve, though single readings can be large; an effect the other way counts as inactive or inconclusive. Potency is the fitted concentration of half-maximal effect. Some of the compounds tested (hit frequency here may not be typical).

Order of values: RGS4 inhibitor, TrxR1 inh, 12-LOX inh, Vif-APOBEC3F blk, RXFP1 ag, TrxR1 substrate, Vif-APOBEC3G blk, USP1-UAF1 inh, IDH1 R132H inh
- Cc1cc(-c2ccc(S(=O)(=O)N3CCN(C)CC3)s2)on1
    -5%, 23%, -1%, -6%, 5.4%, 2%, 4%, -22%, -4%
- CN1CCN(C(=O)CN2C(=O)NC(C)(c3ccc4ccccc4c3)C2=O)CC1 (stereo not given)
    8%, -15%, -4%, -5%, 2.3%, -15%, 0%, -14%, 7%
- N#CCC(CNc1ncc(C(F)(F)F)cc1Cl)OC(=O)c1cccc([N+](=O)[O-])c1 (stereo not given)
    17%, 25%, -22%, 1%, 0.7%, 8%, -9%, ?, 12%
- O=C(CCCN1C(=O)c2ccccc2C1=O)Nc1sc2c(c1C(=O)NCc1ccco1)CCC2
    -3%, -13%, -2%, -15%, 1.9%, 6%, 1%, -14%, 4%
- COc1ccc2nc3oc(C(=O)N4CCN(c5cc(C)ccc5C)CC4)cc3cc2c1
    2%, 25%, -10%, -2%, -4.6%, 11%, 2%, -3%, -2%
- CCN1CCn2c1nc(N1CCCCC1)nc2=O
    -3%, 4%[57.1 µM], 8%, 1%, 0.2%, 12%[57.1 µM], -2%, -9%, 3%
- Cc1ccccc1/[N+]([O-])=C/c1cccs1
    -23%, -5%, -14%, ?, -0.8%, 23%, -2%, -3%, -4%
- Cc1cc(=O)oc2cc(OCC(=O)N/N=C/c3cc([N+](=O)[O-])ccc3O)ccc12
    -17%, -5%, 4%, -1%, 0.3%, -5%, -4%, -7%, 4%
- NC(=O)C1CCN(C2=C(NS(=O)(=O)c3ccc(Cl)cc3)C(=O)c3ccccc3C2=O)CC1
    -2%, 20µM*, -30%, 11%, -0.4%, -2%, -10%, ?, -2%
- Cc1cc(C(=O)NCC(C)C)c2ccccc2n1
    ?, -9%, 13%, -1%, -0.8%, -6%, 1%, -12%, -5%
- CCN(CC)CCNC(=O)C1(c2ccccc2)CCCCC1
    -11%, 19%, -2%, ?, ., 7%, -1%, -16%, 3%
- CN1CCN(C(=O)C23CC4CC(C)(CC(C)(C4)C2)C3)CC1
    4%, 30%, 0%, 3%, 0.8%, 5%, 0%, -23%, 14%
- Cc1cc2c(cc3c(SCc4ccc(Cl)cc4)nncn32)o1
    -28%, ?, 11%, -9%, 7.8%, -12%, -3%, -21%, 3%
- O=C(N/N=C/c1cccnc1)c1sc2ccccc2c1Cl
    -34%, 9%, 4%, 2%, 1.2%, 0%, 0%, -23%, 6%
- CCC(C(=O)Nc1ccccc1-c1ccccc1)c1ccccc1 (stereo not given)
    -43%, 3%, 27%, -12%, 0.1%, -5%, 0%, -10%, 6%
- O=C(NCCOc1ccc(F)cc1)C1CCC(=O)N(CC2CCCCC2)C1 (stereo not given)
    -8%, 14%, -16%, 8%, -1.6%, -6%, 0%, -1%, 3%
- COc1ccc(CC(=O)NNC(=O)c2cccs2)cc1
    17%, -19%, 0%, 9%, 0.2%, -8%, -7%, -12%, 4%
- Cc1cccc2c3c([nH]c12)C(=O)CC(C)(C)S3
    -7%, 13%[57.1 µM], -3%, ?, -2.6%, 10%[57.1 µM], 1%, -12%, 7%
- Cc1cc(O)c(C(=O)c2ccccc2C(=O)O)cc1C
    6%, 4%[57.1 µM], -6%, 1%, 1.0%, -6%[57.1 µM], 0%, -13%, 0%
- CSc1nc(=S)cc(C)[nH]1
    ?, -13%, ?, -5%, -1.0%, -6%, -3%, -10%, 5%

Entries shown so far that have a halogen:
Order of values: RGS4 inhibitor, TrxR1 inh, 12-LOX inh, Vif-APOBEC3F blk, RXFP1 ag, TrxR1 substrate, Vif-APOBEC3G blk, USP1-UAF1 inh, IDH1 R132H inh
- N#CCC(CNc1ncc(C(F)(F)F)cc1Cl)OC(=O)c1cccc([N+](=O)[O-])c1 (stereo not given)
    17%, 25%, -22%, 1%, 0.7%, 8%, -9%, ?, 12%
- NC(=O)C1CCN(C2=C(NS(=O)(=O)c3ccc(Cl)cc3)C(=O)c3ccccc3C2=O)CC1
    -2%, 20µM*, -30%, 11%, -0.4%, -2%, -10%, ?, -2%
- Cc1cc2c(cc3c(SCc4ccc(Cl)cc4)nncn32)o1
    -28%, ?, 11%, -9%, 7.8%, -12%, -3%, -21%, 3%
- O=C(N/N=C/c1cccnc1)c1sc2ccccc2c1Cl
    -34%, 9%, 4%, 2%, 1.2%, 0%, 0%, -23%, 6%
- O=C(NCCOc1ccc(F)cc1)C1CCC(=O)N(CC2CCCCC2)C1 (stereo not given)
    -8%, 14%, -16%, 8%, -1.6%, -6%, 0%, -1%, 3%

Further structures
Order of values: RGS4 inhibitor, TrxR1 inh, 12-LOX inh, Vif-APOBEC3F blk, RXFP1 ag, TrxR1 substrate, Vif-APOBEC3G blk, USP1-UAF1 inh, IDH1 R132H inh
- C=CC(C)(C)c1c(O)c(CC=C(C)C)c(O)c2c(=O)c3ccc(O)c(O)c3oc12
    -25%, 9%, ., 10%, ., -3%, -9%, -18%, ?
- CCOc1cc(CNc2ncn[nH]2)ccc1OCC(=O)NC(C)(C)C
    2%, 27%[57.1 µM], -5%, 5%, 0.6%, 11%[57.1 µM], 5%, -10%, 5%
- O=C(c1cccc(Cl)c1)c1nn(-c2ccccc2)c(=O)cc1C(F)(F)F
    -6%, 28%, ?, -2%, 0.2%, -9%[57.1 µM], -1%, -25%, 3%
- CCOC(=O)C(Sc1nn(C)c(=S)s1)C(C)=O (stereo not given)
    ?, -8%, ?, -3%, 2.3%, -1%, -6%, -12%, -2%
- NC(=O)c1ncn([C@@H]2O[C@H](CNCc3ccc(OCC(=O)Nc4ccccn4)cc3)[C@@H](O)[C@H]2O)n1
    10%, -4%, -9%, -2%, ., -1%, -5%, ?, 0%
- COc1ccc(OC)c(/C=C/C(=O)Nc2ccc3c(c2)CCC3)c1
    -32%, 10%, -26%, 2%, -1.0%, 6%, 3%, -12%, 0%
- CCN1C(=O)[C@H]2[C@@H](c3ccc(-c4ccc5c(c4)OCO5)c(OC)c3)N[C@@](CC(C)C)(C(=O)OC)[C@H]2C1=O
    8%, 104%, ?, -4%, 4.2%, 102%[activator][57.1 µM], 1%, -14%, -4%
- Cc1nn(CC(=O)NC2CC2)c(C)c1S(=O)(=O)N(C)C
    ., ., -4%, -6%, ., ., 1%, -18%, -6%
- O=C(NCCc1ccc(O)cc1)c1ccc(Cl)cc1
    -10%, -2%, 406%[activator], ., 1.3%, -1%, 1%, -13%, 6%
- CCN(CC)C(=O)COc1ccc(/C(C)=N/NC(=O)c2ccccc2Br)cc1
    9%, 7%, 6%, 2%, -0.2%, 8%[57.1 µM], 0%, -9%, 7%
- CCc1ccc2occ(CC(=O)Nc3c(C(=O)Nc4ccc(OC)cc4)oc4ccccc34)c2c1
    -24%, ?, -8%, -25%, -0.4%, 15%, 2%, ?, -9%
- Cc1ccc(-c2nc3ncccc3o2)cc1NC(=O)CC(C)C
    -17%, -14%, -30%, -8%, 0.2%, 62%[activator], -2%, 2%, 3%
- N#Cc1cccc(CSc2nnc(CCCO)n2-c2ccccc2)c1
    -20%, 10%[57.1 µM], -1%, -4%, 0.6%, 19%[57.1 µM], 2%, -13%, 3%
- CCOC(=O)C(=CNc1ccc(C(F)(F)F)cc1Cl)C(=O)OCC
    20%, 16%[57.1 µM], ?, 1%, -1.0%, 4%[57.1 µM], 0%, -16%, 8%
- CC1CCCCN1S(=O)(=O)c1ccc2c(c1)oc(=O)n2CC(=O)Nc1ccc(Cl)cc1 (stereo not given)
    0%, -1%[57.1 µM], -20%, -7%, 1.4%, 2%[57.1 µM], -2%, -24%, -5%
- CC(Sc1nc(N)cc(=O)[nH]1)C(=O)Nc1ccc(N2CCOCC2)cc1 (stereo not given)
    ., ., ?, -3%, ., ., 0%, -23%, 0%

Arranged by heavy-atom count (ascending): part of the list above
Order of values: RGS4 inhibitor, TrxR1 inh, 12-LOX inh, Vif-APOBEC3F blk, RXFP1 ag, TrxR1 substrate, Vif-APOBEC3G blk, USP1-UAF1 inh, IDH1 R132H inh
- Cc1ccc(-c2nc3ncccc3o2)cc1NC(=O)CC(C)C
    -17%, -14%, -30%, -8%, 0.2%, 62%[activator], -2%, 2%, 3%
- N#Cc1cccc(CSc2nnc(CCCO)n2-c2ccccc2)c1
    -20%, 10%[57.1 µM], -1%, -4%, 0.6%, 19%[57.1 µM], 2%, -13%, 3%
- CC(Sc1nc(N)cc(=O)[nH]1)C(=O)Nc1ccc(N2CCOCC2)cc1 (stereo not given)
    ., ., ?, -3%, ., ., 0%, -23%, 0%

High-throughput results deposited in PubChem BioAssay by National Center for Advancing Translational Sciences (NCATS).
